Screens (PubChem)
Dynein cargo inh: blocks dynein driven cargo transport along microtubules. 3617.4 mouse cells, GR-EGFP nuclear translocation imaging; test concentration mostly 20 µM; stimulated with dexamethasone, 1 µM; stronger effect = lower value. z-score, hits read low. 0.47% of 220,000 active;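 active = plate z-score of nuclear minus cytoplasmic receptor signal below a set negative limit, without overly bright fluorescence or cell loss, cut at about -3.5 in these data, passing the limit was not always enough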;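 also: z-score of nuclear minus cytoplasmic ring GR-EGFP intensity difference per well; some compounds called inactive have numbers as strong as hits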
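Also added – dexamethasone, 1.0 µM final · Buffer or medium – tet-free, stripped-serum medium · Schedule – induction 48 h, compound 1 h, agonist 30 min · Detection – formaldehyde fixation, Hoechst nuclear stain, 10x automated fluorescence imaging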
b-catenin transl: alters nuclear translocation of beta-catenin in HeLa cells; AID 1665; 0.3% of 190,000 active; nuclear translocation activity, % at 5 µM; immunofluorescence imaging;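 active = nuclear translocation activity above 50% at 5 µM, with a well cell count of 50 or more; inconclusive = wells under 50 cells across six images, flagged as toxic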;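 also: per-cell ratio of nuclear to cytoplasmic median beta-catenin stain intensity; plate controls were DMSO negative control for no effect and GSK-3 inhibitor IX positive control for full effect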
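test system = HeLa cells, endogenous beta-catenin | dosing = single 5 µM dose plus 0.02–20 µM confirmation series | times = compound treatment 24 h, 37°C, 5% CO2 | technique = beta-catenin immunofluorescence imaging with DAPI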
Yfh1-depleted yeast: enhancers of respiration in Yfh1-depleted yeast, dose response, Friedreich's ataxia, plus single-dose screen (AID 1465); S. cerevisiae Yfh1-off respiration, WST-1 reduction, 72 h; higher fold induction means a stronger effect; fold induction at 50 µM; hits with a dose series show EC50 in µM; 0.074% of 220,000 active;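 active = fold induction of absorbance versus untreated yeast above a set limit, then at least 30% activation at any dose in follow-up; inconclusive = repeats straddling the limit, or above it without dose testing; inactive = fold induction below the set limit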;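 also: activators that raise dye reduction in frataxin-depleted yeast; strong numbers were not always called active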
Autophagy HCS: modulators of autophagy; MEF GFP-LC3 puncta imaging; test concentration mostly 10 µM; calls only at 10 µM (by protocol); 0.98% of 190,000 active; AID 463193;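 active = percentage of spot-positive cells more than 3 SD above its plate mean, without a fluorescence outlier flag or 80% toxicity; inconclusive = no clear call, values can overlap the other calls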;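 also: spot-positive cell cutoff set from DMSO-treated cells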
T cell HTS: T cell immune modulation candidate; 0.068% of 330,000 active; 2C CD8+ T cell-vesicle binding, flow cytometry; stronger effect = lower value; calls only at 7 µM;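 active = response, share of CD8 T cells binding vesicles, and their 90th percentile fluorescence all below set limits, cut at about 80% in these data, passing the limit was not always enough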
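Also added: QL9-peptide-loaded Drosophila micro-vesicles bearing Ld, ICAM-1 and B7-1; Test system: purified 2C TCR transgenic mouse naive CD8+ T cells; Measured by: cytometric PE anti-B7-1 and Alexa647 anti-CD8 signals after 1% paraformaldehyde fixation; Timing: binding step 1.5 h, 37 °C, antibody labelling 20 min, ice.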
MT stabilizer: microtubule stabilization, imaging screen; HeLa tubulin immunostaining HCS, 24 h; share of cells brighter than vehicle mean+2SD; % tubulin-high responders, % at 10 µM; 0.83% of 200,000 active;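 active = plate Z-score above 3 for both tubulin-high and condensed-nucleus cell shares, with cell loss under 80%, at 10 µM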;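 also: anti alpha tubulin signal scored within the nucleus-defined area of each cell; some results filed as inactive read as strong as hits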
P. falciparum M17LAP: P. falciparum M17LAP inhibitors, primary screen, biochemical, fluorogenic H-Leu-NHMec substrate, 1536-well (AID 1619); 0.38% of 220,000 active; one-dose inhibition, % at 30 µM; IC50 in µM for titrated hits; recombinant M17LAP, H-Leu-NHMec fluorogenic kinetic assay; higher % means a stronger effect;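 active = compound inhibiting the enzyme by more than half at any dose during confirmatory dose-response retesting; inconclusive = strong single-dose inhibitors picked by rank but not retested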;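 also: plate controls were full reaction with DMSO carrier for no effect and no enzyme background for full effect; strong numbers were not always called active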
WT yeast gro inh: growth inhibition of WT yeast, mitochondrial fusion screen. inhibition, % at 10 µM. 2.1% of 190,000 active. mitochondrial fusion phenotypic screen, WT strain; in the data active = inhibition above about 58%; tested in S. cerevisiae
P. falciparum M1AAP: malaria alanyl aminopeptidase activity blockers – biochemical, fluorogenic H-Leu-NHMec substrate, 1536-well (AID 1445); one-dose inhibition, % at 30 µM; IC50 in µM for titrated hits; recombinant M1AAP, H-Leu-NHMec fluorogenic kinetic assay; higher % means a stronger effect; 0.42% of 220,000 active;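 active = primary inhibition above the hit cutoff, then over 50% inhibition at one or more dose response concentrations, cut at about 23% in these data, passing the limit was not always enough; inconclusive = conflicting primary data, or primary hits not chosen for dose response; inactive = low primary inhibition, or under 50% at every dose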;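 also: plate controls were DMSO full reaction for no effect and no enzyme background for full effect; strong numbers were not always called active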
WT yeast gro inh mutant strain: recorded beside WT yeast gro inh, whose call it bears; inhibition, %; mitochondrial fusion phenotypic screen, mutant strain inhibition
Dynein cargo inh cytoplasmic EGFP: further read-out of Dynein cargo inh, marked with its call; z-score; measured here: cytoplasmic GR-EGFP intensity; stronger effect = higher value
Dynein cargo inh nuclear GR-EGFP: second read-out of Dynein cargo inh, no call of its own (marks repeat the call); z-score; measured here: nuclear GR-EGFP intensity;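 lower value marks the stronger effect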
Dynein cargo inh cell count: further read-out of Dynein cargo inh, marked with its call; z-score; measured here: cell count per field
b-catenin transl cell count 5 µM: recorded beside b-catenin transl, whose call it bears; cell count; measured here: cell count, cytotoxicity flag
T cell HTS vesicle-bound %: further read-out of T cell HTS, marked with its call; double positive events, %; measured here: CD8+ vesicle-bound cell fraction;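 binding gate set so that unloaded-vesicle control wells show 10% double positive cells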
MT stabilizer Hoechst-high %: also measured in MT stabilizer; calls as there; % Hoechst-high responders; measured here: nuclear condensation Hoechst responders;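 share of cells brighter than vehicle mean plus two SD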
MT stabilizer cytotoxicity %: second read-out of MT stabilizer, no call of its own (marks repeat the call); toxicity, %; measured here: cytotoxicity by cell density;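 0% = mean cell density of plate MIN control wells and 100% = no cells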
Autophagy HCS cell loss 18 h: further read-out of Autophagy HCS, marked with its call; toxicity, %; measured here: cell loss, nuclei count;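 cell loss after 18 h compound exposure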
* = called active by the depositor; i = inactive; ? = inconclusive; · = not tested or not shown. No enrichment for hits; any-hit rate near 4.4%.

SMILES	Dynein cargo inh	Dynein cargo inh cytoplasmic EGFP	Dynein cargo inh nuclear GR-EGFP	Dynein cargo inh cell count	b-catenin transl	b-catenin transl cell count 5 µM	Yfh1-depleted yeast	Autophagy HCS	Autophagy HCS cell loss 18 h	T cell HTS	T cell HTS vesicle-bound %	MT stabilizer	MT stabilizer Hoechst-high %	MT stabilizer cytotoxicity %	P. falciparum M17LAP	WT yeast gro inh	WT yeast gro inh mutant strain	P. falciparum M1AAP
C/C(CCc1ccc2c(c1)OCO2)=N\N=C1\NC(=O)CC(C(=O)Nc2ccccc2)S1 (stereo unspecified)	0.69	0.017	0.66	-0.78	-1.1	1446	i	i	5	i	37	1.6	1.3	13	11%	-9	0	-2%
Cc1cc(C(F)(F)F)nc(NCc2cccnc2)n1	-0.57	-0.21	0.073	0.28	-0.9	517	i	i	0	i	26	2.2	2.6	21	2%	-7	-14	12%
CCOc1ccc(-c2[nH]nc3c2C(c2ccc(O)cc2)C(C#N)=C(N)O3)cc1 (stereo unspecified)	0.13	-0.26	-0.57	-0.75	3.3	1013	i	i	13	i	33	5.0	2.7	6.7	12%	-14	-9	7%
O=C(NCCOc1ccccc1)C1CCCN1C(=O)c1cccs1 (stereo unspecified)	-0.27	-0.23	0.014	0.54	·	·	·	i	2	i	32	2.4	1.9	8.5	9%	-9	-5	-1%
CCc1nccn1S(=O)(=O)c1cc(C)c(OC)cc1C	-0.77	-0.018	-0.14	0.81	-1.9	1244	i	i	-5	i	14	1.4	1.6	8.4	5%	13	8	0%
CCCCC(CC)C(=O)NCc1ccc(F)cc1 (stereo unspecified)	0.37	-0.25	0.26	0.11	·	·	i	i	-4	i	7	2.6	1.0	2.3	0%	9	17	-2%
CCOc1cc(C(=S)N2CCC(O)CC2)ccc1OS(=O)(=O)c1ccc(Br)cc1	0.89	0.087	0.49	-0.59	-3.5	1232	i	i	-4	i	28	2.2	1.7	5.6	-3%	-35	-17	1%
COC(=O)c1ccc(Cc2ccc(C(=O)OC)o2)o1	-0.049	-0.068	0.27	0.31	-0.1	1487	i	i	4	i	17	3.1	3.0	7.7	3%	-18	-16	-1%
CCC1(CC)N([O-])C(C)=C(c2ccccc2)[N+]1=O	-0.61	-0.24	-0.94	1.3	0.5	1411	i	i	2	i	47	2.2	1.4	8.8	3%	8	1	0%
CC(=O)n1cc([C@@H]2C=C(C(=O)O)O[C@H](OCc3ccc(CO)cc3)C2)c2ccccc21	0.47	-0.2	0.71	-1.2	0.9	1117	i	i	15	i	26	1.5	1.4	5.3	9%	5	2	4%
CC(C)NCC(O)COCCOc1ccc(Br)cc1 (stereo unspecified)	-0.043	-0.32	-0.23	0.32	3.6	533	i	i	-1	i	57	2.2	3.5	14	-10%	6	-2	6%
Cc1ccccc1-c1nc(CS(=O)(=O)CC(=O)NCc2ccccc2)c(C)o1	0.65	-0.16	0.56	-0.19	-1.8	1089	i	·	·	i	46	3.0	2.9	12	12%	9	18	2%
COCCOC(=O)C1=C(C)NC(=O)NC1c1c(F)cccc1Cl (stereo unspecified)	2.6	-0.34	0.99	-1.3	-0.7	937	i	i	18	i	66	7.7	2.9	14	-12%	8	0	10%
CCOc1ccccc1CN1CCN(Cc2ccc(C)o2)C(CCO)C1 (stereo unspecified)	0.082	-0.2	0.051	-0.35	2.2	992	i	i	6	i	38	1.9	3.0	6.4	0%	13	1	5%
CCOC(=O)Cc1csc(NC(=S)NC(=O)c2ccccc2Br)n1	-0.58	-0.3	-0.43	0.97	1.1	928	i	i	-2	i	28	3.6	3.1	11	19%	30	34	16%
O=C(NCCNc1ccc([N+](=O)[O-])cc1)c1ccco1	0.22	-0.25	0.22	-1	-1.9	1225	i	i	12	i	41	1.5	0.9	6.5	3%	-12	-5	6%
O=C(c1ccc(CN2CCc3ccccc3C2)cc1)N1CCCCC1	-1.4	-0.08	-0.38	0.69	-5.2	1013	i	i	21	i	19	4.0	2.2	6.3	0%	12	1	3%
S=C(NCCSCc1ccc(Cl)cc1Cl)Nc1ccccc1	-0.61	-0.25	-0.71	0.68	-0.8	1404	·	i	2	i	47	1.4	2.3	8.5	-5%	80*	53*	2%
O=C1CCCN1c1ccc(S(=O)(=O)Nc2ccc3c(c2)OCCO3)cc1	2.6	-0.15	2.5	-2.6	·	·	i	i	55	i	9	5.1	0.5	9.0	0%	1	-1	-1%
CN1CCN(S(=O)(=O)c2ccc(-c3noc(C4CCN(S(C)(=O)=O)CC4)n3)cc2)CC1	-0.53	-0.16	-0.37	0.13	-3.4	1224	i	i	1	i	41	1.1	1.4	11	-14%	-7	-2	6%
Fc1ccccc1N1CCN(CC2CC3C=CC2C3)CC1 (stereo unspecified)	-0.2	0.29	0.14	0.084	·	·	i	i	-8	i	7	1.4	1.2	6.0	-2%	17	27	10%
Cc1cccc(C)c1OCC(O)CNC(C)(C)C (stereo unspecified)	2.6	0.078	1.1	-2.7	-2.4	1336	i	i	0	i	15	2.9	1.4	4.7	7%	-21	-5	6%
COc1ccc(OC)c(NC(=O)c2cnc(Nc3ccccc3OC)c3ccccc23)c1	-0.4	0.043	-0.48	0.41	-1.6	575	?	i	8	i	51	19*	30*	51*	-3%	7	-24	8%
O=C(NN1CCCCC1)c1cccc(COc2ccc(Cl)cc2)c1	-0.59	-0.32	-0.55	0.71	·	·	i	i	-2	i	32	1.6	1.6	2.5	5%	0	3	8%
Cc1ccc(C(=O)COC(=O)CCN2C(=O)C3C4CC(C(Br)C4Br)C3C2=O)cc1 (stereo unspecified)	-0.4	-0.23	-0.43	0.63	2.2	493	i	i	4	i	11	4.3	3.5	6.0	-1%	-7	-3	6%

The closing 3 entries of the section before are carried over, then new ones follow:
SMILES	Dynein cargo inh	Dynein cargo inh cytoplasmic EGFP	Dynein cargo inh nuclear GR-EGFP	Dynein cargo inh cell count	b-catenin transl	b-catenin transl cell count 5 µM	Yfh1-depleted yeast	Autophagy HCS	Autophagy HCS cell loss 18 h	T cell HTS	T cell HTS vesicle-bound %	MT stabilizer	MT stabilizer Hoechst-high %	MT stabilizer cytotoxicity %	P. falciparum M17LAP	WT yeast gro inh	WT yeast gro inh mutant strain	P. falciparum M1AAP
COc1ccc(OC)c(NC(=O)c2cnc(Nc3ccccc3OC)c3ccccc23)c1	-0.4	0.043	-0.48	0.41	-1.6	575	?	i	8	i	51	19*	30*	51*	-3%	7	-24	8%
O=C(NN1CCCCC1)c1cccc(COc2ccc(Cl)cc2)c1	-0.59	-0.32	-0.55	0.71	·	·	i	i	-2	i	32	1.6	1.6	2.5	5%	0	3	8%
Cc1ccc(C(=O)COC(=O)CCN2C(=O)C3C4CC(C(Br)C4Br)C3C2=O)cc1 (stereo unspecified)	-0.4	-0.23	-0.43	0.63	2.2	493	i	i	4	i	11	4.3	3.5	6.0	-1%	-7	-3	6%
COc1ccccc1C1(O)CCN(CC(=O)Nc2c(C)nn(C)c2C)CC1	0.8	-0.22	0.97	-0.53	-5.4	796	i	i	4	i	31	5.1	2.3	5.2	-5%	-9	-7	-2%
CO/N=C/Cc1c([N+](=O)[O-])c(C)nn1C	0.46	-0.32	0.88	0.53	-5.7	1138	i	i	6	i	55	2.3	3.7	5.9	13%	5	1	17%
Brc1nc(Br)n(Cc2ccccc2)n1	0.51	-0.076	0.71	-0.63	-3.0	1136	i	i	-1	i	28	3.4	2.6	7.2	2%	-5	15	-5%
CCNc1nc(NCC)nc(Oc2ccc(OCC)nn2)n1	-0.092	-0.19	0.53	-0.048	-2.7	1039	i	i	22	i	14	3.1	2.0	6.7	-14%	5	3	2%
CN(C)/C=C(/C(=O)c1ccc(Cl)cc1)S(=O)(=O)c1ccc(Cl)cc1	-0.37	-0.23	-0.74	-0.39	·	·	·	i	-38	i	26	3.0	2.1	1.1	26%	5	-18	0%
COc1ccc(C(=O)Oc2ccc(C(=S)N3CCCC3)cc2)cc1OC	-0.81	-0.34	-0.9	1.4	0.0	1046	i	i	0	i	21	1.4	3.8	9.6	16%	1	-2	6%
CNc1nc(N)c([N+](=O)[O-])c(Nc2cccc(Cl)c2)n1	-0.017	-0.26	-0.041	0.42	-1.8	1120	i	·	·	i	18	·	·	·	1%	·	·	-1%
CC1=CC(C)[C@H](/C=N/n2c(=O)[nH]c3c([nH]c4ccc(C)cc43)c2=O)C(C)C1 (stereo partly specified)	0.64	-0.21	0.51	-0.45	5.9	431	i	i	6	i	42	3.8	0.8	5.5	-1%	-2	-6	0%
COc1ccc(CNC(=O)CCCCCNc2nc(=S)[nH]c3ccccc23)cc1	-1.1	-0.31	-0.54	0.58	-2.4	1074	i	i	-2	i	26	6.2	2.3	7.0	-4%	-5	6	-1%
